Source: PubChem BioAssay
LGR2 inh: Drosophila LGR2 receptor signaling inhibition; 0.35% of 380,000 active; inhibition, % at 9.99 µM; HEK293 LGR2, CRE-luciferase, bursicon-stimulated, 4 h;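 active = drop in luminescence signal, shown as inhibition above about 50% in the replicate tests, limit read from the data, passing the limit was not always enough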;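 also: agonist challenge used bursicon conditioned medium at about half maximal strength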
ERAP1 HTS inh: blocks human ERAP1 aminopeptidase activity | AID 652197 | 0.15% of 340,000 active | inhibition, % at 10.7 µM | Q9NZ08 | recombinant ERAP1, Leu-AMC fluorescence, 60 min;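 active = mean replicate inhibition of at least 30%, or all replicates individually reaching that 30% level; inactive = mean below 30% and not every replicate reaching it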;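 also: 0% = neutral control wells and 100% = L-leucinethiol positive control wells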
Target sequence (Q9NZ08 whole entry, looked up): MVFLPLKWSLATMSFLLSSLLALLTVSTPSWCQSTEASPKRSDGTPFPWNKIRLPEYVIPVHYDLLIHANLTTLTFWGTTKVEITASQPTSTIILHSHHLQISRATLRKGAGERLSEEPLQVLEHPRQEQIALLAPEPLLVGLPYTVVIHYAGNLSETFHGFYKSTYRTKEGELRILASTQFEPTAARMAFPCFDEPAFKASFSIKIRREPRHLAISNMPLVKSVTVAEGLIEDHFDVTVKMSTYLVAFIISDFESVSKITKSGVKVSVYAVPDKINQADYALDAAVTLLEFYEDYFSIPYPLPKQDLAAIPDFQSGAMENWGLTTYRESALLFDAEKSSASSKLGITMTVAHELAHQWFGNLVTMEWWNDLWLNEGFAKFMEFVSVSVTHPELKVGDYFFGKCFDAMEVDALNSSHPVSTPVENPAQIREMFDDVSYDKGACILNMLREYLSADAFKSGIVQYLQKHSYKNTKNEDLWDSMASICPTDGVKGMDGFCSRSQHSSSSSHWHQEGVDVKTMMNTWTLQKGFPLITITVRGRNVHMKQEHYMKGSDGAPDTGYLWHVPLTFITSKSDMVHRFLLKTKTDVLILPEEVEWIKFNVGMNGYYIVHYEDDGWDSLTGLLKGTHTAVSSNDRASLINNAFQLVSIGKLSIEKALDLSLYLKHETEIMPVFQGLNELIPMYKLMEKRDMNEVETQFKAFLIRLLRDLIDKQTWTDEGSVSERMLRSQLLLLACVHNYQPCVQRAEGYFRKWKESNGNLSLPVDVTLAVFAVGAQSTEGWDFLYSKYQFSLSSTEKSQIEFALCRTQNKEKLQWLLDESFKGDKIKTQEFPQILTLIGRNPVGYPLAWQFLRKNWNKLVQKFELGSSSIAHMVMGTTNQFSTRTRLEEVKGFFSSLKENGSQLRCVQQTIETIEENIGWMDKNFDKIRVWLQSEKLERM
S100A4 inh HTS: blocks human S100A4 binding to myosin IIA peptide | P26447 | S100A4/TAMRA-MyoIIA peptide fluorescence polarization | inhibition, % at 10.7 µM | 0.14% of 360,000 active;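 active = mean inhibition of at least 70% across replicates, with every replicate also reaching that level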
Target sequence (P26447 whole entry, looked up): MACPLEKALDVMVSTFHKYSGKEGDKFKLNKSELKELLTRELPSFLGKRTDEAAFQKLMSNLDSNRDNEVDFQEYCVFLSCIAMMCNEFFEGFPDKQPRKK
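Assay system: human S100A4 monomer with TAMRA-labelled myosin IIA peptide / Buffer or medium: Calcium-containing HEPES buffer, pH 7.2 / Reagent: TAMRA-labelled myosin IIA heavy-chain peptide probe, 5 nM / Compound: one dose per compound / Timing: polarization read 5 min after assay mix addition, stable 5–60 min / Benchmarks: neutral control DMSO, positive control TFP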
PAX8 reporter: PAX8 transcriptional activity inhibition. RMG-I TPO-luciferase reporter, SteadyGlo, 24 h. inhibition, % at 12.6 µM. 1.2% of 360,000 active. AID 652154;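 active = mean replicate inhibition at least 60% with every replicate also reaching 60%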;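 also: luciferase light reporting Pax8 driven TPO promoter activity; plate controls were median of neutral control wells for no effect and mitoxantrone controls for full effect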
PGC1a acetyl inh: PGC1a acetylation modulation, inhibitor mode. 0.17% of 350,000 active. inhibition, % at 15.6 µM. AID 651687. U2OS PGC1a acetylation, AlphaScreen anti-acetyl-lysine; with virally co-expressed GCN5 acetyltransferase;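 active = every replicate shows inhibition of at least 40%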;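 also: 0% = neutral control wells and 100% = positive control wells; some results beyond the cut were filed as inactive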
PglD DTNB: PglD (C. jejuni) enzyme inhibition | purified PglD enzyme, DTNB colorimetric CoA detection | inhibition, % at 12.5 µM | 0.098% of 360,000 active; in the data active = inhibition above about 16%, passing the limit was not always enough; also: strong numbers were not always called active
FN deposition inh: fibronectin deposition inhibition; inhibition, % at 12.6 µM; AH1F fibroblasts, Alexa488-fibronectin deposition fluorescence, overnight; AID 743247; 0.086% of 350,000 active;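 active = mean inhibition across replicates of 30% or more, regardless of how many single replicates reach that level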;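 also: positive control wells lacked labelled fibronectin entirely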
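Material: AH1F fibroblasts assembling fluorescent fibronectin matrix; amount: 10000 AH1F cells/well; medium: DMEM, 2% serum; reagent: Alexa488-fibronectin, 24 nM final in well; dosing: single compound dose, delivered by pin transfer; incubation: 1 h adhesion, overnight exposure; detection: fluorescence after three HBSS washes, excitation 485 nm, emission 525 nm; measure: fibronectin deposition inhibition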
EWS-Fli block: inhibitors of EWS/Fli oncoprotein transcriptional activity; inhibition, % at 12.6 µM; A673 NR0B1-luciferase reporter, viability-normalised; AID 651661; 0.67% of 350,000 active;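 active = mean inhibition of at least 50% after viability correction, with every replicate also passing that limit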;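 also: firefly luciferase signal divided by Alamar Blue viability fluorescence both relative to DMSO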
Active calls of the source: *; . = not tested or not shown.

Start of the data: the first 7 entries as a preview:
SMILES	LGR2 inh	ERAP1 HTS inh	S100A4 inh HTS	PAX8 reporter	PGC1a acetyl inh	PglD DTNB	FN deposition inh	EWS-Fli block
COc1ccc(OC)c(NC(=O)C(=O)/C=C(\O)c2cc(OC)ccc2OC)c1	.	.	.	22.5	14.4	-1.8	-7.7	.
CCc1nnc(NS(=O)(=O)c2ccc(NC(=O)C(c3ccccc3)c3ccccc3)cc2)s1	.	1.0	-0.9	-29.4	.	.	-2.4	7.9
Cc1cc(C)cc(OCC(=O)OC(C)C(=O)Nc2ccc(Cl)cn2)c1 (centres undefined)	-17.4	0.1	1.0	-7.2	.	.	6.7	-13.5
CC(=O)Nc1ccc(NC(=O)c2ccc(NS(=O)(=O)c3cc(C(C)(C)C)ccc3C)cc2)cc1	7.3	0.8	-1.7	12.3	4.5	.	.	-4.6
Cc1nc(NC(=O)c2c(-c3ccccc3)noc2C)sc1C(=O)N(C)C	-7.4	4.1	-2.7	-102.4	.	-4.1	-11.1	.
O=c1[nH]c(CN2CCN(S(=O)(=O)/C=C/c3ccccc3)CC2)nc2ccccc12	8.6	4.6	7.1	9.7	-1.4	-4.1	-3.9	9.2
CC(OC(=O)CCc1nc2ccccc2c(=O)[nH]1)C(=O)c1ccc(Br)cc1 (centres undefined)	-0.6	-1.2	12.1	27.0	.	-8.9	4.9	-7.8

This part in full, repeating the preview:
SMILES	LGR2 inh	ERAP1 HTS inh	S100A4 inh HTS	PAX8 reporter	PGC1a acetyl inh	PglD DTNB	FN deposition inh	EWS-Fli block
COc1ccc(OC)c(NC(=O)C(=O)/C=C(\O)c2cc(OC)ccc2OC)c1	.	.	.	22.5	14.4	-1.8	-7.7	.
CCc1nnc(NS(=O)(=O)c2ccc(NC(=O)C(c3ccccc3)c3ccccc3)cc2)s1	.	1.0	-0.9	-29.4	.	.	-2.4	7.9
Cc1cc(C)cc(OCC(=O)OC(C)C(=O)Nc2ccc(Cl)cn2)c1 (centres undefined)	-17.4	0.1	1.0	-7.2	.	.	6.7	-13.5
CC(=O)Nc1ccc(NC(=O)c2ccc(NS(=O)(=O)c3cc(C(C)(C)C)ccc3C)cc2)cc1	7.3	0.8	-1.7	12.3	4.5	.	.	-4.6
Cc1nc(NC(=O)c2c(-c3ccccc3)noc2C)sc1C(=O)N(C)C	-7.4	4.1	-2.7	-102.4	.	-4.1	-11.1	.
O=c1[nH]c(CN2CCN(S(=O)(=O)/C=C/c3ccccc3)CC2)nc2ccccc12	8.6	4.6	7.1	9.7	-1.4	-4.1	-3.9	9.2
CC(OC(=O)CCc1nc2ccccc2c(=O)[nH]1)C(=O)c1ccc(Br)cc1 (centres undefined)	-0.6	-1.2	12.1	27.0	.	-8.9	4.9	-7.8
CO[C@@H]1CC[C@@H]2CCN(C)C(=O)[C@@H](C)N(C)C(=O)c3cccc(C#N)c3OC[C@H]1O2	4.0	0.7	-3.8	-1.3	.	4.2	2.2	-5.2
C[C@H]1CN([C@@H](C)CO)C(=O)c2cc(/C=C/c3ccccc3)cnc2O[C@@H]1CN(C)C(=O)Cc1cccnc1	-24.9	-0.7	-5.2	-2.7	17.0	-1.7	5.4	2.7
CCc1ccccc1OCC(=O)Nc1cccc(S(=O)(=O)NCc2ccco2)c1	1.0	-0.2	-8.8	1.1	-2.5	-2.9	9.0	-2.7
CCCc1nc(SCC(=O)c2ccc(F)cc2)c2ccccc2n1	-15.3	1.9	-0.3	-0.8	.	.	-18.1	-6.5
COc1cc(-c2nnc(SCc3cccnc3)n2C)cc(OC)c1O	2.4	2.1	-0.4	.	-8.9	1.9	.	6.6
Cc1ccc(SCC(=O)Nc2ccccc2N2CCOCC2)cc1	4.2	4.0	0.0	17.8	-1.9	5.1	-16.4	-2.8
C=CCN1C(=O)c2ccc(C(=O)N(CCC)CC(=O)Nc3ccccc3C)cc2C1=O	-3.1	1.3	-9.7	-1.8	-0.9	-1.1	3.8	2.1
O=C(Cc1ccccc1)NNS(=O)(=O)c1ccc([N+](=O)[O-])cc1	-17.5	7.7	2.7	12.9	0.6	-3.8	0.7	-0.3
O=C(C[C@H]1C[C@H]2c3cc(NC(=O)c4ccc5c(c4)OCO5)ccc3O[C@H]2[C@H](CO)O1)NCc1cccnc1	15.1	-0.3	-8.1	7.3	0.0	1.9	.	-22.5
Cc1cccc(C)c1OCC(O)CN(Cc1ccccc1O)C1CCCCC1 (centres undefined)	10.2	-3.3	-2.4	13.5	47.8	-1.9	-6.2	6.4
C[C@@]12C(=O)N(Cc3ccc(F)cc3)CC(=O)N1[C@H]1c3cc(Cl)ccc3OC[C@@H]1[C@@H]2c1ccccc1	31.2	2.8	-6.1	-1.5	.	5.0	4.6	7.6
Cc1cc(C)nc(OC(C(=O)O)C(OCCC(C)C)(c2ccccc2)c2ccccc2)n1 (centres undefined)	-0.6	3.1	1.6	-7.0	.	1.6	-4.1	4.2
C#CCOCCOCCOCCNc1nc(N2CCN(C(=O)[C@H](CCCCN)n3cc(CN)nn3)CC2)nc(N2CCN(C(=O)[C@H](CCCCN)n3cc([C@@H](N)CC(N)=O)nn3)CC2)n1	-3.4	6.3	-2.9	3.8	.	-8.2	5.4	-52.2
Cc1ccc(NC(=O)Cn2c(CCC(=O)O)ccc2-c2ccc(Cl)cc2)cc1	-6.3	1.4	-2.4	-20.2	-4.2	-5.7	-0.3	3.6
Cc1ccc(/C(O)=C2/C(=O)C(=O)N(CCN3CCOCC3)C2c2cccs2)cc1 (centres undefined)	-1.9	0.8	2.9	.	19.9	2.1	.	-7.4
C[C@@H]1CN([C@H](C)CO)C(=O)Cc2cc(NS(C)(=O)=O)ccc2O[C@@H]1CN(C)Cc1ccccc1	-8.8	-1.6	0.7	10.4	-10.4	2.2	-2.5	1.0
COc1cc(/C=N/NC(=O)c2ccccn2)ccc1OC(=O)c1ccc(Br)cc1	-29.0	-2.8	4.0	-26.6	3.9	1.6	0.4	.
C[C@@H]1CN([C@H](C)CO)C(=O)c2cc(NC(=O)Nc3ccc(F)cc3)ccc2O[C@@H](C)CCCCO[C@@H]1CN(C)Cc1ccc(Cl)c(Cl)c1	9.7	3.0	5.8	85.2*	-12.0	-2.4	.	-0.3
CCn1c(SCC(=O)NC2CCCC2)nnc1C(C)C	-11.4	0.8	2.6	-13.2	.	-3.3	-5.3	1.7
CCN1CCN(c2sc(S(C)(=O)=O)nc2S(=O)(=O)c2ccc(C)cc2)CC1	10.5	-1.1	0.7	71.0*	-2.2	-2.2	-0.9	12.4
CCC(=O)Nc1ccc(C(=O)Nc2ccc(Br)cc2F)cc1	-17.4	0.4	-9.2	8.6	.	-1.2	3.8	-30.0
CC(C)CCNC(=O)COc1ccc(N(C)S(=O)(=O)c2ccc(F)cc2)cc1	-19.7	-1.3	-6.8	-0.1	-13.5	.	.	-1.6
Cc1cccc2c(C(=O)O)cc(-c3cccnc3)nc12	13.5	0.1	-9.0	66.4*	21.2	2.8	-2.1	2.1
Cc1cccc(S(=O)(=O)N2CC[C@@H]3[C@H](CO)N(C)c4ccc(-c5cccc(C#N)c5)cc4[C@@H]32)c1	0.4	-1.5	-2.5	32.6	-7.7	0.5	16.2	6.7
CCOC(=O)c1cccc(NC(=O)CSc2nnc(-c3ccoc3C)n2CCOC)c1	.	.	.	17.6	-14.7	11.5	6.3	.
CCOC(=O)N1CCC(NC(=O)CN2C(=O)CSc3ncccc32)CC1	-3.4	-4.1	-3.8	-12.6	7.2	-9.1	4.6	-3.7
Cc1ccccc1-c1cnc2c(c1)C(=O)N([C@@H](C)CO)C[C@@H](C)[C@@H](CN(C)CC1CC1)O2	3.4	.	.	.	6.2	.	-1.2	-10.9
C[C@H](CO)N1C[C@H](C)[C@H](CN(C)C(=O)c2ccccc2)Oc2cc(C#CC3CC3)ccc2S1(=O)=O	4.5	4.2	-7.4	.	-0.5	-1.0	-13.6	-2.7
O=C(CNC(=O)c1ccccc1F)OCc1csc(-c2ccccc2)n1	-22.8	-1.0	3.6	-16.1	.	-3.5	4.0	-37.0
CC(=O)N1C(=O)N(C(C)=O)C2C1N(C)C(=O)N2C(C)=O (centres undefined)	-33.0	1.5	3.3	-3.2	4.9	.	5.2	8.0
O=[N+]([O-])c1cc(S(=O)(=O)Nc2ccccc2)ccc1NCc1ccccc1	-0.6	-2.2	2.2	27.3	-9.8	-8.3	0.1	-4.0
O=C(CNC(=O)C1CCCC1)Nc1ccccc1Br	5.9	-3.4	-4.2	-7.7	4.4	3.4	-0.4	-4.5
COCC(=O)Nc1ccc2c(c1)C(=O)N(C)[C@H]1CC[C@@H](CC(=O)NCc3ccccc3F)O[C@@H]1CO2	16.7	0.3	-12.5	-4.8	-0.6	-1.2	-3.0	-0.2
C[C@@H]1CN([C@H](C)CO)C(=O)c2cc(NC(=O)Nc3ccccc3)ccc2O[C@H]1CN(C)C(=O)Nc1ccc(F)cc1	1.7	-1.4	14.0	-1.2	-2.2	3.3	0.9	-6.2
CCc1ccc(C(N)=S)cc1	-9.1	1.0	1.5	-5.2	.	5.7	-2.8	11.0
CC(=O)c1c(C)[nH]c(C2=NNC(=NCc3ccccc3)SC2)c1C	-10.6	-3.8	-0.5	-7.0	-2.9	.	0.1	-6.9
Cc1cccc(CCN2CCN=C2Nc2ccccc2)c1	15.2	-5.0	16.8	-9.1	.	0.5	2.1	-6.4
CS(=O)(=O)N1CCN(Cc2ccc([N+](=O)[O-])cc2)CC1	3.8	-1.7	4.1	5.7	-4.1	.	0.1	-2.0
O=C(C[C@H]1CC[C@@H](NC(=O)c2ccccc2)[C@@H](CO)O1)Nc1ccc(-c2ccccc2)cc1	3.9	-2.1	24.3	37.4	-3.2	0.5	-15.0	7.8
C/C=C/c1ccc([C@@H]2[C@@H](CO)N3C(=O)CN(Cc4ccc(F)cc4)C[C@H]23)cc1	5.7	-4.1	5.3	.	13.8	.	5.2	-0.6
O=C(c1[nH]c(C(F)(F)F)nc1-c1ccccc1)N1CCN(c2ncc(C(F)(F)F)cc2Cl)CC1	11.1	-0.4	-1.5	8.5	-6.6	3.7	3.9	13.0
O=C(CSc1ccc(Br)cc1)NCC(c1cccs1)N1CCOCC1 (centres undefined)	8.4	1.8	-1.0	16.8	-5.6	-0.6	-5.3	5.5
O=C(NCCc1ccc(Cl)cc1)C1CCN(S(=O)(=O)c2cccs2)CC1	.	.	.	16.2	-41.0	21.4*	-4.4	.
O=C(CS(=O)(=O)c1ccccc1Cl)N1CCOCC1	-2.2	3.5	-1.2	2.6	-0.9	-1.9	.	-6.1
COc1ccccc1C(=O)N/C(=C/c1ccco1)C(=O)Nc1cccc(C(=O)O)c1	5.9	-10.0	-27.3	-1.8	31.2	1.9	3.5	3.0
COC(=O)N(C)c1ccccc1C(=O)N1CCOCC1	.	.	.	-2.6	2.5	5.3	-31.5	.
CCOC(=O)COc1cc(-n2c(=S)[nH]c3cc(OC)c(OC)cc3c2=O)c(Cl)cc1Cl	-22.3	-4.1	2.5	10.2	2.4	.	-5.7	25.6
CCOc1ccc(-c2c(C(=O)N/N=C(\C)c3ccco3)nnn2-c2nonc2N)cc1	6.0	-1.6	0.2	-8.4	0.3	1.5	3.2	-11.7
